CHO-K1 Ca antag – nonselective inhibitor or artifact in parental CHO-K1 cells; inhibition, % at 3 µM; ATP-induced calcium, Fluo-8 fluorescence; 0.6% of 360,000 active; AID 602250;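 active = inhibition above a per-plate cutoff, the plate's mean sample inhibition plus 3 SD, cut at about 24% in these data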;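 also: 0% = DMSO plus EC80 ATP and 100% = DMSO alone without ATP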
M4 antag – human M4 muscarinic receptor antagonists, primary screen, CHO cells, Fluo-8 calcium fluorescence; 0.73% of 360,000 active; AID 624125, 2012; CHO-hM4 cells, ACh EC80; inhibition, % at 3 µM; Muscarinic acetylcholine receptor M4 (Homo sapiens), P08173;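 active = inhibition above its plate's cutoff, the mean inhibition of sample wells plus 3 SD, cut at about 27% in these data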;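 also: 0% = acetylcholine EC80 with DMSO and 100% = DMSO without agonist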
Target sequence (P08173 whole entry, looked up): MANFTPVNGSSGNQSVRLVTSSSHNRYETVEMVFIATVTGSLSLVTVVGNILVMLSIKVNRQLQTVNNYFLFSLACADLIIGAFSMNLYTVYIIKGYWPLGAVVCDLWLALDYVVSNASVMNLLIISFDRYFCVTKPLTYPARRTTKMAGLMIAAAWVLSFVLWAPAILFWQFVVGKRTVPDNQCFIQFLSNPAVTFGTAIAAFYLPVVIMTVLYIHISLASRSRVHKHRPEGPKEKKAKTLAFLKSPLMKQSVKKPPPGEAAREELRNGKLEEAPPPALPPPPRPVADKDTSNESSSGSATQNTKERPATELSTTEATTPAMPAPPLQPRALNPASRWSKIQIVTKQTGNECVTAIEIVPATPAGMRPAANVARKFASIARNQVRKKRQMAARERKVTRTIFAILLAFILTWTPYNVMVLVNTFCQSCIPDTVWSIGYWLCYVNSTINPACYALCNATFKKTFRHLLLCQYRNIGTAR
OXTR potentiator – human OXTR potentiators, primary screen, fluorescence, CHO-OTR cells, Fluo-8 calcium | Fluo-8 calcium fluorescence, potentiator mode; 0% = oxytocin EC15, 100% = EC100 | 0.061% of 320,000 active | Oxytocin receptor (Homo sapiens), P30559 | AID 2445, 2010 | activation, % at 3 µM;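 active = activation above that plate's cutoff, the mean activation of tested compounds plus 3 SD, cut at about 6.6% in these data, passing the limit was not always enough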;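 also: 100% uses oxytocin at 75 nM as the full agonist control; some results filed as inactive read as strong as hits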
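Dosing: Single dose, 3.0 µM nominal final compound concentration | Material: Human OTR in CHO cells | Technique: Kinetic Fluo-8 calcium fluorescence | Benchmarks: EC15 oxytocin alone as 0%, 75 nM oxytocin as 100% | Probe or stimulus: Oxytocin at about EC15, sub-maximal agonist stimulus | Incubation: Compound 6 min at room temperature before oxytocin, 100 s read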
CHRM1 agonist – human M1 muscarinic receptor agonists, primary screen, Fluo-8 calcium fluorescence, CHO-K1 cells, HTS; activation, % at 3 µM; Muscarinic acetylcholine receptor M1 (Homo sapiens), P11229; CHO-K1 hM1, agonist mode; 0% DMSO, 100% acetylcholine EC100; AID 588814, 2011; 0.33% of 360,000 active;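 active = activation above the run's mean compound activation plus 3 SD, cut at about 16% in these data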;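 also: peak over basal fluorescence ratio within a 140 s kinetic read after compound addition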
Target sequence (P11229 whole entry, looked up): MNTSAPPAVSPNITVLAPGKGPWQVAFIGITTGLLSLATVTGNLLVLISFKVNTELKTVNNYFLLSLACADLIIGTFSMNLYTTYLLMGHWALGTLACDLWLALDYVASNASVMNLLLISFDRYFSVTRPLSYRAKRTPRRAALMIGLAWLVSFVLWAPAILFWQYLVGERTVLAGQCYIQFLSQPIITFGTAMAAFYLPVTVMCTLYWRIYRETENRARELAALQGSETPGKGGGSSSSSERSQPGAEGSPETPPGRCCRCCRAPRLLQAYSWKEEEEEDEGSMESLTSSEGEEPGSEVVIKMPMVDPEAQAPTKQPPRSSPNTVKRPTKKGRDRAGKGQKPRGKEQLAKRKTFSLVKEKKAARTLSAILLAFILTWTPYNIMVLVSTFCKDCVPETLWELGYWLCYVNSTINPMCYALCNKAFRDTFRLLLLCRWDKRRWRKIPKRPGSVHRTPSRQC
CHO parental Ca – ATP-evoked calcium signal inhibitors, parental CHO, primary screen, counter-screen for OX1R antagonist project, cell-based, fluorescence, Fluo-8 calcium dye; parental CHO-K1, ATP-induced calcium, Fluo-8 fluorescence; inhibition, % at 5.6 µM; 0.63% of 330,000 active; AID 463079, 2010;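 active = inhibition above that plate's mean sample inhibition plus 3 SD, cut at about 26% in these data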;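 also: 0% = ATP-challenged DMSO wells and 100% = DMSO wells without ATP; some compounds past the cut are filed as inactive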
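Assay system – parental CHO cells · Reagent – ATP stimulus · Detection – intracellular calcium via Fluo-8 no-wash fluorescent dye · Evaluation – percent inhibition of ATP-evoked calcium rise, normalized to controls · Controls – ATP wells versus no-ATP DMSO wells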
M1 ag parental – counter-screen for M1 agonists: effect in parental CHO-K1 cells | activation, % at 3 µM | Fluo-8 calcium fluorescence; scaled to maximal ATP response, vehicle zero | 0.48% of 360,000 active; in the data active = activation above about 15%;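 also: untransfected CHO-K1 host cells lacking M1 receptor as counterscreen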
CHRM1 antagonist – human M1 muscarinic receptor antagonists, primary screen, CHO-K1 cells, Fluo-8 calcium fluorescence, 1536-well; Muscarinic acetylcholine receptor M1 (Homo sapiens), P11229; CHO-K1 hM1, ACh EC80 antagonist; inhibition, % at 3 µM; 1.3% of 360,000 active; AID 588852, 2011;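 active = percent inhibition above its own plate's cutoff, namely the mean of that plate's compound wells plus 3 SD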;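 also: peak over basal fluorescence ratio during 140 s after agonist addition; 0% = ACh EC80 plus DMSO and 100% = DMSO alone without agonist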
CHRM4 agonist – human M4 muscarinic receptor agonists, primary screen, CHO-K1 cells, Fluo-8 calcium fluorescence; Muscarinic acetylcholine receptor M4 (Homo sapiens), P08173; CHO-K1 hM4/Gqi5; vehicle 0%, full acetylcholine response 100%; activation, % at 3 µM; 0.14% of 360,000 active;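 active = activation above the run mean over all test wells plus 3 SD, cut at about 32% in these data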;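 also: peak over basal fluorescence ratio per well then scaled between controls; 0% = DMSO wells and 100% = acetylcholine at EC100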
M1 PAM – human M1 muscarinic receptor positive allosteric modulators, primary screen, CHO-K1 cells, Fluo-8 calcium fluorescence, 1536-well. Muscarinic acetylcholine receptor M1 (Homo sapiens), P11229. CHO-K1 hM1, ACh EC20; 0% = ACh EC20, 100% = maximal ACh. activation, % at 3 µM. 0.088% of 360,000 active; in the data active = activation above about 19%, passing the limit was not always enough
Starred values were filed as active, the others as inactive; x = not tested or not shown.

SMILES	CHO-K1 Ca antag	M4 antag	OXTR potentiator	CHRM1 agonist	CHO parental Ca	M1 ag parental	CHRM1 antagonist	CHRM4 agonist	M1 PAM
CCCCOc1ccc(C(=O)NCC(=O)N2CC(C)CC(C)C2)cc1 (stereo not given)	-21	-2	-4	-5	-20	4.9	2	12	-2
CCOc1ccccc1OCC(=O)Nc1cc(S(=O)(=O)N2CCCCC2)ccc1OC	1	4	-6	-1	-11	0.6	-13	1	3
CCOc1ccc(-n2ccnc(SCC(=O)NC3CCCC3)c2=O)cc1	14	9	0	-2	-16	0.0	8	0	-4
CCn1c(CN2C(=O)CSc3ccccc32)n[nH]c1=S	9	4	-3	-4	-18	0.1	4	0	0
COCCCn1cnnc1SC(C)C(=O)Nc1ccc(S(=O)(=O)N2CCOCC2)cc1 (stereo not given)	-22	-16	-3	-1	-5	1.3	-19	1	12
O=C(/C(=N\O)n1cncn1)c1ccc(Br)cc1Br	-8	-6	-5	-2	-9	-0.5	2	1	-4
O=C(O)CCn1c(C2CCCCC2)nc2ccccc21	-5	3	-2	-4	4	0.3	4	1	-1
CN(C)S(=O)(=O)N(CC(=O)N1CCC(Cc2ccccc2)CC1)c1ccccc1	3	-7	-8	-9	-11	1.6	9	5	-7
Cc1ccc(NC(=O)CN(C)C(=O)COC(=O)c2ccc(Cl)cc2O)cc1	-14	-12	-11	-1	-6	0.6	-8	2	8
CCN(CC)C(=O)C1=C(C)N(CCCN2CCCC2=O)C(=O)C(CC(=O)NCC2CCCCC2)C1 (stereo not given)	6	-14	x	1	x	0.2	-3	1	10
O=C(CCN1C(=O)/C(=C/c2ccco2)SC1=S)Nc1ccc(C(=O)O)c(O)c1	-6	-10	-9	-2	2	0.7	-6	4	7
Cc1nn(-c2ccccc2)c(N2CCCC2)c1/C=C1\N=C(c2ccc(OC(C)C)cc2)OC1=O	-13	0	0	-3	-19	1.4	8	0	-6
CN(C)c1ccc(/C=N/NC(=O)c2cccc(N3CCCC3=O)c2)cc1	-9	0	0	-7	5	0.5	-3	4	7
COc1ccc(NC(=O)C(NC(=O)c2ccc(=O)[nH]c2)c2ccc(OC)cc2)cc1 (stereo not given)	-5	7	0	-4	-9	0.6	-11	0	11
CN1CCC(N(C)S(=O)(=O)c2ccc(NC(=O)COc3ccc([N+](=O)[O-])cc3)cc2)CC1	-7	7	-14	1	2	4.5	-9	4	10
Cc1nc(CN(C)Cc2nc(Cc3ccccc3Cl)no2)cs1	5	13	0	-2	-10	0.4	-17	1	10
CCc1nc2c(OCCOc3ccccc3)cccn2c1N(C)C(=O)c1cccs1	-4	-15	x	-9	x	0.1	-3	2	4
Cc1cccc(-c2nnc(SCC(=O)C(C)(C)C)n2C)c1	-4	-2	1	-3	-2	1.8	-9	1	7
COC(=O)C1CCN(C(=O)c2cc(OC)c(OC)c(OC)c2)CC1	-14	4	-8	0	-10	-0.3	-7	1	1
CC1=C(C(=O)OCC(Br)(Br)Br)C(c2cccc([N+](=O)[O-])c2)NC(=O)N1CCCC(=O)O (stereo not given)	-11	-1	1	-2	-6	0.2	-2	2	11

Molecules above that have an aryl thioether with sulfur outside any ring (3):
SMILES	CHO-K1 Ca antag	M4 antag	OXTR potentiator	CHRM1 agonist	CHO parental Ca	M1 ag parental	CHRM1 antagonist	CHRM4 agonist	M1 PAM
CCOc1ccc(-n2ccnc(SCC(=O)NC3CCCC3)c2=O)cc1	14	9	0	-2	-16	0.0	8	0	-4
COCCCn1cnnc1SC(C)C(=O)Nc1ccc(S(=O)(=O)N2CCOCC2)cc1 (stereo not given)	-22	-16	-3	-1	-5	1.3	-19	1	12
Cc1cccc(-c2nnc(SCC(=O)C(C)(C)C)n2C)c1	-4	-2	1	-3	-2	1.8	-9	1	7

Other records
SMILES	CHO-K1 Ca antag	M4 antag	OXTR potentiator	CHRM1 agonist	CHO parental Ca	M1 ag parental	CHRM1 antagonist	CHRM4 agonist	M1 PAM
CN(C(=O)c1cccc(S(=O)(=O)N2CCCCC2)c1)C1CCS(=O)(=O)C1 (stereo not given)	0	16	0	-1	-4	0.8	3	1	5
O=C(Oc1c(Cl)cc(Cl)c2cccnc12)N1CCOCC1	9	5	-8	-6	-21	-1.1	-5	-1	7
CCC(=O)Nc1ccc(NC(=O)c2cc3ccccc3o2)cc1	-1	-6	-19	1	-8	1.4	-28	4	4
CCC(=O)N1CCc2cc(S(=O)(=O)NC(C(=O)N3CCN(c4ccc(F)cc4)CC3)C(C)C)ccc21 (stereo not given)	-7	-4	2	-5	-21	1.6	0	4	-3
Cc1occc1-c1nnc(SCC(=O)NCCc2ccccc2)n1Cc1ccccc1	-9	8	-12	-4	-34	0.6	-21	1	4
CCOc1ccc(NC(=S)N2CCC(N(C)CC3CCCO3)CC2)cc1 (stereo not given)	-7	-6	-5	-8	-4	0.7	-7	1	6
Cc1[nH]nc2c1C(c1ccc(-c3ccc(Cl)cc3)o1)C(C#N)=C(N)O2 (stereo not given)	-5	-5	-11	-5	6	0.3	5	1	-3
CCc1cccc(N(C(=O)c2csnn2)C(C(=O)NC(C)(C)CC)c2ccccn2)c1 (stereo not given)	-17	0	-15	-2	-19	-0.3	1	2	3
Cc1ccc2cccc(NC(=O)c3ccc(Br)o3)c2n1	-9	2	-4	-3	-53	0.6	-19	-2	8
CC(Cc1cccs1)NC(=O)Nc1ccc(Cl)c(Cl)c1 (stereo not given)	13	8	-18	1	63*	7.9	20	9	-9
c1ccc(COc2ccc(OCCCN3CCCCC3)cc2)cc1	19	23	-7	-5	-2	1.6	50*	3	-26
COC(=O)C(C)N(c1ccc(C)cc1)S(=O)(=O)c1c(C)[nH]c(=O)[nH]c1=O (stereo not given)	5	-8	-1	-1	-7	0.0	-11	0	3
Cc1ccc(N2CCN(S(=O)(=O)c3c(C)nc4sccn4c3=O)CC2C)cc1 (stereo not given)	-10	-3	x	-4	x	1.1	-4	2	-1
Cc1c(Cl)cccc1-n1c(SCC(=O)NCc2ccccc2Cl)nnc1-c1ccncc1	-32	-8	-9	-12	-23	4.8	-4	7	-3
Cc1cc(NC(=O)CCC(=O)N(c2ccccc2)C(C(=O)NC2CCCC2)c2ccc(F)cc2)no1 (stereo not given)	-11	5	-6	-4	-8	0.1	-13	0	11
Cc1cc(=O)[nH]c(N/N=C/c2c[nH]c3ccccc23)n1	-13	-6	-1	-3	7	0.3	-13	1	7
Cc1ccc2nc3ccc(N4CCCCCCC4)nn3c(=O)c2c1	2	-16	-10	-5	-10	1.0	0	0	1
COc1ccc(-c2csc(-c3cccs3)n2)cc1OC	-18	-5	-3	-7	-24	-0.6	-9	-2	4
COc1cc(OC)c(C2C(C#N)=C(N)Oc3cc(C)n(CCCN4CCOCC4)c(=O)c32)cc1OC (stereo not given)	1	1	1	-4	10	0.1	15	0	-5
Cc1cc(S(=O)(=O)Nc2ccc(C(=O)NCC(c3ccco3)N(C)C)cc2)ccc1F (stereo not given)	-3	5	-8	-8	-12	1.1	22	0	-15

Some entries already given with just OXTR potentiator, CHRM1 agonist and CHRM4 agonist:
| Structure | OXTR potentiator | CHRM1 agonist | CHRM4 agonist |
| --- | --- | --- | --- |
| CCc1cccc(N(C(=O)c2csnn2)C(C(=O)NC(C)(C)CC)c2ccccn2)c1 (stereo not given) | -15 | -2 | 2 |
| Cc1[nH]nc2c1C(c1ccc(-c3ccc(Cl)cc3)o1)C(C#N)=C(N)O2 (stereo not given) | -11 | -5 | 1 |

Continued.
SMILES	CHO-K1 Ca antag	M4 antag	OXTR potentiator	CHRM1 agonist	CHO parental Ca	M1 ag parental	CHRM1 antagonist	CHRM4 agonist	M1 PAM
O=C(CC12CC3CC(CC(C3)C1)C2)Nc1ccc(C(=O)O)cc1	-24	-4	-4	-6	-10	0.8	-8	2	7
NC(=O)c1ccccc1NC(=O)/C=C/c1c(Cl)cccc1Cl	1	-17	2	-3	-11	0.4	9	0	-3
Cc1cccc(NC(=O)c2ccc(COc3ccccc3)o2)n1	-13	-6	-1	-5	-9	1.3	-1	3	1
CC(=O)Nc1ccc(NC(=O)C(C)Sc2nc3ccccc3c(=O)n2Cc2ccco2)cc1 (stereo not given)	-2	-9	-7	-3	-14	2.0	-7	1	6
CC(O)(c1ccccc1)C(C(c1ccccc1)N1CCOCC1)N1CCOCC1 (stereo not given)	2	-6	x	-3	x	0.6	-1	1	1
COc1ccc(C(CC(=O)c2ccccc2)S(=O)(=O)c2ccc(C)cc2)cc1 (stereo not given)	-12	-18	-10	-6	-16	0.1	-16	0	9
CCOC(=O)c1[nH]c2ccc(OC)cc2c1NC(=O)/C=C/c1ccc2c(c1)OCO2	-7	7	-12	0	-12	1.1	6	1	-7
Cc1cccc(N/C=C/C(=O)c2cccs2)c1C	-7	-4	-3	-4	-24	2.5	-1	7	-1
O=C(COc1ccc(/C=N/NC(=O)c2cc3ccccc3o2)cc1Cl)Nc1ccccc1	10	6	-4	-4	15	1.1	5	1	-2
CC1CCN(C(=O)CSc2nc3ccccc3c(=O)[nH]2)CC1	-11	-6	1	-3	-7	0.7	-1	1	5
CCCCn1c(N)c(N(CCC(C)C)C(=O)CSc2nc3ccccc3n2C)c(=O)[nH]c1=O	3	1	x	-3	x	-0.5	-6	1	7
Cc1cc(C)nc(NN=C(c2ccccc2)c2ccccc2)n1	-2	-15	-2	-3	-13	0.1	4	0	4
O=C(Nc1ccc(F)cc1)Nc1ccc(S(=O)(=O)N2CCCC2)cc1	9	4	-14	0	9	13	33	27	-19
O=C(O)c1cccc(Oc2ccccc2[N+](=O)[O-])c1	-11	-5	-5	-4	-4	0.4	5	0	-8

Gathered by group, those above with a thiophene ring, fused or not.
SMILES	CHO-K1 Ca antag	M4 antag	OXTR potentiator	CHRM1 agonist	CHO parental Ca	M1 ag parental	CHRM1 antagonist	CHRM4 agonist	M1 PAM
CCc1nc2c(OCCOc3ccccc3)cccn2c1N(C)C(=O)c1cccs1	-4	-15	x	-9	x	0.1	-3	2	4
CC(Cc1cccs1)NC(=O)Nc1ccc(Cl)c(Cl)c1 (stereo not given)	13	8	-18	1	63*	7.9	20	9	-9
COc1ccc(-c2csc(-c3cccs3)n2)cc1OC	-18	-5	-3	-7	-24	-0.6	-9	-2	4
Cc1cccc(N/C=C/C(=O)c2cccs2)c1C	-7	-4	-3	-4	-24	2.5	-1	7	-1

Assay outcomes: PubChem, The Scripps Research Institute Molecular Screening Center
